Screening results (PubChem BioAssay)
HT1080 IDH1KD tx = toxicity to HT-1080 IDH1 knockdown cells (counter line). HT-1080 IDH1 knockdown viability, ATP luminescence, 48 h. Potency, µM (series often up to 46.1 µM), for the others: top-dose activity, negative = toxicity, most hits filed as cytotoxic. actives 2% (n = 360,000);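 note: 0% = DMSO wells and -100% = cell-free medium wells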
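Luminescent ATP read-out (CellTiter-Glo, 10 min at room temperature) after 48 h compound exposure at 37 °C gave viability of IDH1-knockdown HT-1080 cells. Activity was normalised to DMSO and cell-free wells, then fitted as concentration-response curves.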
TDP-43 yeast inh = inhibitors of TDP-43 toxicity in yeast. actives 1.8% (n = 410,000). Potency, µM (series often up to 46.1 µM), inactives show at the top dose growth rescue (activation), hits mostly activators. TDP-43 expressing yeast growth rescue, BacTiter-Glo, 24 h. AID 652104; note: % of control where 0% means no effect; nearly all actives have a fitted effect of over 50% in size
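Galactose-induced TDP-43 yeast, OD600=0.02, compound pinned; 24 hr, 30 deg C; BacTiter-Glo luminescence for growth. Inhibitors of TDP-43 toxicity read as activators.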
GLP1R inv ag = GLP-1 receptor (human) inverse agonism; HEK293 GLP-1R CRE-luciferase, luminescence, 24 h; GLP-1R form is constitutively active; actives 1.6% (n = 410,000); Potency, µM (titrated, usually from 38.3 µM), inactives show at the top dose activity change, negative = inhibition, hits mostly inhibitors; note: % is set by controls: 0 for no effect and ±100 for the full control effect; nearly all actives have a fitted effect of over 55% in size
Target sequence (P43220 whole entry, looked up): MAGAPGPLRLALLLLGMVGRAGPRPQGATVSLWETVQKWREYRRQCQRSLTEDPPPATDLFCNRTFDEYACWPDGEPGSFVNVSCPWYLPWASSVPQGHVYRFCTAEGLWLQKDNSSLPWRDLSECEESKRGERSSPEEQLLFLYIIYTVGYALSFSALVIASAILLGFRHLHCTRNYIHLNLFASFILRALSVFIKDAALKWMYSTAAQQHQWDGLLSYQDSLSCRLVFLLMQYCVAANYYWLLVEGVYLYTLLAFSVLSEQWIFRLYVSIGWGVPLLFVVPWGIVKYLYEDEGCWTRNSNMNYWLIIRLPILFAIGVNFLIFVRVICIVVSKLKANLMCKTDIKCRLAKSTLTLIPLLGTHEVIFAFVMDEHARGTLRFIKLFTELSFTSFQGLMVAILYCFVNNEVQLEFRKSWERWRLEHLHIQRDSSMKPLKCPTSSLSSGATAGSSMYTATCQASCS
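HEK293 cells stably co-expressing constitutively active GLP-1R and a cAMP-responsive luciferase reporter were seeded in DMEM with 10% Nu serum, given compounds after 12 h, and incubated 24 h at 37 deg C. Luminescence was then read.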
HEK293 tox = cytotoxic in the GLP-1 receptor inverse agonist counter-screen | HEK293 cAMP-luciferase reporter cells, luminescence, 24 h | Potency, µM (titrated, usually from 38.3 µM), for inactives: at the top dose activity change, negative = inhibition, actives largely listed as inhibitors | actives 0.13% (n = 410,000) | AID 624418;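 note: loss of luciferase light is scored as toxicity; % is set by controls: 0 for no effect and ±100 for the full control effect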
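Here, cytotoxicity is scored as loss of luminescence. The MLSMR collection was tested on cells seeded in medium containing 10% Nu serum, with a 24 hr compound exposure preceded by 12 hours of culture.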
KB-V1 MDR tox = kills drug-selected multidrug resistant KB-V1 cells; KB-V1 MDR cells viability, CellTiter-Glo, 72 h; Potency, µM (titrated, usually from 46.1 µM), for the others: top-dose activity change, negative = cytotoxicity, most hits filed as cytotoxic; actives 3.4% (n = 400,000); note: % is set by controls: 0 for no effect and ±100 for the full control effect; nearly all actives have a fitted effect of over 60% in size
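Compound-treated KB-V1 multidrug-resistant cells, 72 h, 37 degrees C; viability by CellTiter-Glo. Fitted qHTS curves give the values.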
HT1080-NT tox = kills 2HG-producing HT-1080-NT fibrosarcoma cells; AID 686970; HT-1080-NT fibrosarcoma viability, CellTiter-Glo ATP luminescence, 48 h; actives 1.6% (n = 360,000); Potency, µM (series often up to 46.1 µM), inactives show at the top dose activity, negative = less viability, most hits filed as cytotoxic;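 note: NT is the 2HG producing partner of a matched IDH1 knockdown line; 0% = DMSO-treated cells and -100% = media-only wells without cells; nearly all actives have a fitted effect of over 55% in size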
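Toxicity toward the 2HG-producing NT line was scored as %Activity, normalised to DMSO and no-cell wells, from CellTiter-Glo luminescence after 48 hours' treatment.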
KB-3-1 tox = kills parental KB-3-1 adenocarcinoma cells; Potency, µM (titrated, usually from 46.1 µM), for the others: at the highest dose activity change, negative = cytotoxic, most hits filed as cytotoxic; KB-3-1 viability, CellTiter-Glo ATP luminescence, 72 h; actives 1.4% (n = 400,000); note: % is set by controls: 0 for no effect and ±100 for the full control effect; nearly all actives have a fitted effect of over 60% in size
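Screening of KB-3-1 cells (DMEM, 10% FBS, phenol-red free) ran from lowest to highest compound concentration; after 72 h at 37 °C viability was read luminescently and curves fitted.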
SW480 rereplic = inducers of DNA re-replication in SW480 colon cancer cells. SW480 DNA re-replication, Hoechst DNA content imaging, 48 h. Potency, µM (titrated, usually from 46.1 µM), for inactives: top-dose re-replication activation, hits mostly activators. actives 1.8% (n = 340,000); note: % of control where 0% means no effect; nearly all actives have a fitted effect of over 55% in size
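Image-based read-out: total Hoechst fluorescence of nuclei (405 nm excitation, 500-530 nm emission), with hits raising the fraction of high-intensity nuclei. SW480 colon cells incubated 48 hr with compounds at 37 C.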
GLP-1R agonist = GLP-1 receptor (human) agonism. P43220. HEK293 GLP-1R CRE-luciferase, luminescence, 4-6 h; cells express a hypersensitive GLP-1R form. Potency, µM (series often up to 45.6 µM), inactives show at the top dose activation, usual class: activators. actives 0.007% (n = 380,000). AID 624172; note: % of control where 0% means no effect
An asterisk follows results filed as active; ? = inconclusive; / = no result given; [ ] = dose if it differs, or a comment. Calls come from the whole dose curve; as a rule, active = well fitted curve in the direction sought with a large enough effect; inconclusive = small, poorly fitted or top-dose-only effect, or another doubt; inactive = no such curve, though single readings can be large; an effect the other way counts as inactive or inconclusive. Potency is the fitted concentration of half-maximal effect. This is a random part of the collection; overall some 9.4% were active at least once.

SMILES | HT1080 IDH1KD tx | TDP-43 yeast inh | GLP1R inv ag | HEK293 tox | KB-V1 MDR tox | HT1080-NT tox | KB-3-1 tox | SW480 rereplic | GLP-1R agonist
O=C(CCCc1nc2ccccc2s1)NCc1ccc(F)cc1 | -11% | 0% | ? | -1% | 0% | -14% | -5% | -1% | 4%
NS(=O)(=O)c1cc(C(=O)N2CCNC(=O)C2)ccc1Cl | 0% | -6% | 2% | -15% | 24% | 5% | 8% | -56% | 1%
CC(C)S(=O)(=O)N1CCN(c2ccnc3cc(Cl)ccc23)CC1 | -4% | -19% | -5% | 14% | ? | -4% | 5% | -24% | 5%
C/C(=N\NC(=O)c1cc(-c2cccnc2)nc2ccccc12)c1ccccc1O | 9.2µM* | 0% | -24% | ? | 6.5µM* | -11% | -9% | 24% | 5%
CCC(c1nc2ccccc2c(=O)n1-c1cccnc1)N1C(=O)c2ccccc2C1=O (stereo not drawn) | 10%[9.24 µM] | -11% | 1% | ? | -14% | 5% | 5% | -14% | 7%
CC(=O)Nc1cccc(Oc2cc(C#N)c(C#N)cc2N2CCOCC2)c1 | -1% | -20% | 69%[activator] | -6% | -7% | -20% | 0% | ? | 21%
COc1ccccc1OCCCn1c(=O)oc2ccc(C)cc21 | -3% | ? | ? | 0% | ? | 2% | -3% | -5% | 15%
CCc1ccccc1NC1=CC(=O)CC(C)(C)C1 | 8% | 24%[9.22 µM] | 11%[7.66 µM] | 6%[7.66 µM] | -2% | 6% | -1% | 4% | 1%
O=C(O)CCC(=O)Nc1ccc(Br)c(Cl)c1 | 0% | -5% | -11% | 8% | 0% | -1% | 5% | 7% | 4%
Cc1csc(NC(=O)CSCC(=O)O)c1-c1nc2ccccc2s1 | -4% | 7% | -17% | -13% | 2% | -11% | 3% | -1% | 3%
O=C(NC1CCN(S(=O)(=O)c2ccccc2)CC1)C1CCCCC1 | -23%[9.24 µM] | -15% | 0% | ? | 1% | 5% | 1% | 1% | 4%
C=C(C)CNC(=O)CCc1nnc(C2(c3ccc(Cl)cc3)CCC2)o1 | 1% | 13% | -5% | -9% | -8% | -6% | -4% | -9% | -1%
O=C(Nc1cccc(C(F)(F)F)c1)c1cc(-c2cccs2)on1 | 0% | -8% | 2% | 3% | 20% | 4% | 11% | -3% | -18%
Cc1cccc(C)c1NC(=O)c1cc(S(=O)(=O)N2CCc3ccccc32)cn1C | 3% | -3% | 1% | 17% | 1% | 16% | -8% | -7% | 11%
Cc1occc1-c1n[nH]c(=S)n1CC(C)C | 2% | 21% | 0% | 3% | -14% | -3% | -1% | 19% | -3%
COc1cccc(NC(=O)CN(C)CC(=O)NCc2ccco2)c1 | 3% | 11% | 0% | -2% | -3% | 1%[9.24 µM] | 0% | -4% | -2%
CN(CC(=O)NCc1ccc(Cl)cc1)S(=O)(=O)c1cccc2nsnc12 | -20% | -3% | 9% | -7% | 0% | -5% | -24% | 1% | -1%
Nc1ccc2[nH]c(=S)[nH]c2c1 | -7% | -7% | 2% | -2% | 13% | 0% | 7% | -6% | 0%
COc1ccccc1CNC(=O)c1ccc2ccccc2n1 | 7% | 5% | -27% | 3% | ? | -8% | 8% | -1% | 20%
Fc1ccc(NC(=S)NCc2ccccc2Cl)cc1 | 1% | -7% | ? | ? | -20% | 7% | ? | ? | 2%

Quoted at random: four entries already listed.
SMILES | HT1080 IDH1KD tx | TDP-43 yeast inh | GLP1R inv ag | HEK293 tox | KB-V1 MDR tox | HT1080-NT tox | KB-3-1 tox | SW480 rereplic | GLP-1R agonist
CN(CC(=O)NCc1ccc(Cl)cc1)S(=O)(=O)c1cccc2nsnc12 | -20% | -3% | 9% | -7% | 0% | -5% | -24% | 1% | -1%
Fc1ccc(NC(=S)NCc2ccccc2Cl)cc1 | 1% | -7% | ? | ? | -20% | 7% | ? | ? | 2%
C=C(C)CNC(=O)CCc1nnc(C2(c3ccc(Cl)cc3)CCC2)o1 | 1% | 13% | -5% | -9% | -8% | -6% | -4% | -9% | -1%
COc1ccccc1CNC(=O)c1ccc2ccccc2n1 | 7% | 5% | -27% | 3% | ? | -8% | 8% | -1% | 20%

More structures.
SMILES | HT1080 IDH1KD tx | TDP-43 yeast inh | GLP1R inv ag | HEK293 tox | KB-V1 MDR tox | HT1080-NT tox | KB-3-1 tox | SW480 rereplic | GLP-1R agonist
COC(=O)Cc1[nH]n(-c2ccccc2)c(=O)c1C(C)=Nc1ccccc1 | 7% | -7% | -16% | 0% | -4% | -6% | 15% | 6% | 1%
COc1cccc(C(=O)NCCNC(=O)c2ccc(C)nc2)c1 | 4% | -8% | -9% | -12% | 27% | 9% | 39% | -18% | 6%
O=C(/C=C/c1ccco1)Nc1cccc(NC(=O)/C=C/c2ccco2)n1 | 12% | 3% | ? | -25% | -17% | 0% | 0% | 2% | 0%
O=C(Cc1ccccc1)NNS(=O)(=O)c1ccc(F)cc1 | -4% | 10% | -3% | 1% | -16% | 0% | -4% | -7% | 2%
COc1ccc(C2/C=C\CN(CC(C)C)CC(=O)N2Cc2ccc(F)cc2)cc1 (stereo not drawn) | 5% | 6% | -20% | 1% | 10% | 0% | 13% | 1%[9.22 µM] | 12%
NC(=O)[C@@H]1CC2(CC(c3cccc(NC(=O)[C@H]4CCC(=O)N4)c3)=NO2)CN1C(=O)c1ccc(Cl)cc1 (stereo partly drawn) | 5% | 0% | 29% | -2% | ? | 8% | -2% | 3% | -3%
O=C1ON(Cc2ccccc2)C(c2ccccc2)N1c1ccccc1 (stereo not drawn) | 23% | 7% | 7% | 2% | -30% | 15% | 1% | -3% | -2%
Cc1ccc(NC(=O)C2C(=O)N(C)c3ccccc32)cc1 (stereo not drawn) | 17% | -10% | 8% | 1% | -2% | 14% | -1% | -1% | 3%
CCOC(=O)N1CCN(C(=O)CCn2c(=S)[nH]c3ccsc3c2=O)CC1 | 12% | -14% | 26% | 13% | 2% | 20% | 4% | 5% | 1%
CC(O)C1CCC2C3CC[C@H]4CC(O)CCC4(C)C3CC3(OCCO3)C12C (stereo partly drawn) | -6%[9.24 µM] | 6% | 0% | 0% | -5% | -9% | -2% | 0% | 5%
C=CCc1c(C)nc(C)nc1N/N=C/c1ccccc1 | 6% | 17% | -17% | -10% | -13% | 0% | 21% | -2% | 1%
CC(O)c1nc2ccc(Cc3ccc4nc(C(C)O)[nH]c4c3)cc2[nH]1 (stereo not drawn) | 1% | 4% | 18% | 18% | ? | 0% | 5% | 3% | 4%
Cc1c(OCC(=O)NCCCN2CCOCC2)ccc2c3c(c(=O)oc12)CCC3 | 0% | -2% | 51%[activator] | -9% | 10% | 0% | -4% | 0% | 4%
CCOC(=O)c1sc(/N=C/C2=C(O)CC(C)(C)CC2=O)c(C(=O)OCC)c1C | -4% | ? | 60%[activator] | -9% | -5% | 23% | -8% | 7% | 15%
CC(=O)N(C)C1=C(N2CCOCC2)C(=O)c2ccccc2C1=O | 0.89µM* | 5% | ? | ? | 12µM* | 1.6µM* | 1.2µM* | ? | -12%
O=[N+]([O-])c1cccc(CSC2=NCCN2S(=O)(=O)c2ccccc2)c1 | 6% | 0% | ? | -24% | -26% | 1% | -26% | -3% | ?
Nc1nc(SCC(=O)Nc2cccc([N+](=O)[O-])c2)n[nH]1 | 5% | -1% | 44%[activator] | 5% | 17% | -1% | 22% | -4% | 8%
O=C1NC2(CCOc3ccccc32)C(=O)N1CC(=O)N(Cc1ccccc1)C1CCS(=O)(=O)C1 (stereo not drawn) | 1% | 7% | 9% | -1% | 11% | 1% | 6% | -1% | 11%
Cc1nc2c(c(-c3ccccc3)c1C#N)C(=O)c1ccccc1-2 | 1% | 1% | 5% | -12% | 15% | 1% | -5% | -2% | -8%
Cc1ccccc1-n1nnnc1Sc1nnnn1-c1ccccc1 | 15µM* | ? | ? | ? | ? | ? | ? | ? | -10%
CC(C)(C)Cc1c(-c2cccc(Cl)c2)nc2ccc(Cl)cn12 | 3% | 0% | 28% | -14% | 2% | 13% | 0% | / | -6%
O=C(c1cc(-c2ccc(Cl)cc2)on1)N(Cc1cccc(F)c1)Cc1ccco1 | / | -2% | ? | 6% | -3% | / | -10% | / | /
OCC[C@H]1C[C@H](O)[C@@H](O)[C@]2(Cc3ccccc3CCO2)O1 | 6% | 4% | -2% | 1% | 24% | 1% | 9% | 4% | 6%
Cc1ccc(NC(=O)COC(=O)c2ccc[n+]([O-])c2)c(Br)c1 | -1% | 11% | 3% | 4% | 24% | -3% | 23% | -9% | 7%
CCC(C)[C@H]1CNCCN1CCc1cccc(F)c1 (stereo partly drawn) | -3% | -8% | -16% | 4% | -6% | -2% | 0% | -1% | -3%
CN1CCN(/N=C/c2nc(-c3cccc([N+](=O)[O-])c3)n3ccccc23)CC1 | -3% | 8% | 54%[activator] | -17% | -19% | -1% | 12% | ? | 5%
O=C(COc1ccccc1)NS(=O)(=O)c1ccc(Cl)cc1 | -4% | 22% | 8% | ? | 25% | 0% | -9% | -4% | -1%
CCC(=O)N1CCc2cc(Br)cc(S(=O)(=O)CCC(=O)NCC3CCCO3)c21 (stereo not drawn) | -1% | -14% | -2% | 14% | ? | -9% | 20% | -9% | -2%
COc1ccccc1N1CCN(S(=O)(=O)CCNC(=O)/C=C/c2ccc3c(c2)OCO3)CC1 | ? | 4% | ? | -1% | 9% | ? | -28% | / | -2%
CC1(C)CC(=O)C2=C(C1)N1C(=C(C#N)C2c2ccc(Cl)cc2)N=C(N)c2ccccc21 (stereo not drawn) | ? | 11% | ? | 4% | ? | ? | ? | ? | -3%
C=CCn1c(C)cc(C(=O)CN2C(=O)c3ccccc3C2=O)c1C | 11% | 0% | ? | 20% | 1% | 3% | 10% | -7% | 0%
CC(Sc1nc2ccccc2c(=O)n1C)C(=O)NC1CCCCC1C (stereo not drawn) | -7% | -29% | -9% | -3% | -10% | -3% | ? | 28% | 1%
CCN(C[C@H]1N[C@@](Cc2ccccc2)(C(=O)OC)[C@H]2C(=O)N(C)C(=O)[C@@H]12)C(=O)Nc1ccc(C(F)(F)F)cc1 | -2% | 15% | 14% | 4% | 0% | 7% | 7% | -17% | 5%
